TAAR1 antagonist: antagonists of human TAAR1. CHO RD-HGA16 TAAR1, Fluo-8 calcium fluorescence, antagonist. inhibition, % at 3 µM. actives 1.5% (n = 360,000). AID 624466;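 active means inhibition above a per-plate cutoff, the mean inhibition of test compounds on that plate plus 3 SD, cut at about 49% in these data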;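 further: 0% = DMSO plus EC80 beta-PEA response and 100% = DMSO alone without agonist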
Target sequence (Q96RJ0 whole entry, looked up): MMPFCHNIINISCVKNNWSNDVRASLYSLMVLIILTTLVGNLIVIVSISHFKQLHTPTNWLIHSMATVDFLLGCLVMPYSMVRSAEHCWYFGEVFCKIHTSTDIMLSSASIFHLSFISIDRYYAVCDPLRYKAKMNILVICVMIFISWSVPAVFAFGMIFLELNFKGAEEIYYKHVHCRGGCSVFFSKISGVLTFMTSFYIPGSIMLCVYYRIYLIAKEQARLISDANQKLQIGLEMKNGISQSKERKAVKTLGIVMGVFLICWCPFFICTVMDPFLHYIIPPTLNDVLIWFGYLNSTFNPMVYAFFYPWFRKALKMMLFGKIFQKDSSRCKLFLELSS
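Test system – hTAAR1-expressing CHO RD-HGA16 cells, Gα16-coupled · Also added – β-PEA at EC80 concentration, post-compound challenge · Compound – 3 µM, single point · Incubation – dye loading 75 min at 37 °C, then 30 min room temperature · Measured by – Fluo-8 intracellular calcium dye fluorescence, real-time kinetic reads · Benchmarks – vehicle and agonist controls · Replicates – singlicate, one well per test compound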
CHO parental Ca: counter-screen: ATP calcium response change in parental CHO cells | parental CHO-K1, ATP-induced calcium, Fluo-8 fluorescence | inhibition, % at 5.6 µM | actives 0.63% (n = 330,000);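 active means inhibition above that plate's mean sample inhibition plus 3 SD, cut at about 26% in these data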;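 further: 0% = ATP-challenged DMSO wells and 100% = DMSO wells without ATP; some compounds past the cut are filed as inactive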
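material = parental CHO cells | also added = ATP as calcium-mobilizing challenge | dosing = single point at 5.6 µM | detection = intracellular calcium via Fluo-8 no-wash fluorescent dye | read-out = % inhibition | benchmarks = low control ATP plus DMSO, high control DMSO only | repeats = one well per compound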
TAAR1 ag: agonists of human TAAR1. actives 0.99% (n = 360,000). CHO RD-HGA16 TAAR1, Fluo-8 calcium fluorescence; vehicle wells 0%, saturating PEA agonist 100%. activation, % at 3 µM. Q96RJ0;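 active means activation above the mean activation of all test compounds in the run plus 3 SD, cut at about 38% in these data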
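Assay system – CHO-derived RD-HGA16 cells with stable Gα16 and human TAAR1 · Compound dosing – one-point dosing at 3 µM (nominal) · Incubation – 17-24 h seeding, 75 min 37 °C dye, 30 min RT · Measured by – kinetic Fluo-8 calcium fluorescence · Control set – DMSO vehicle as 0%, PEA at EC100 as 100% · Repeats – single well for each compound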
M1 PAM: potentiates human M1 receptor response to acetylcholine; AID 588819; P11229; activation, % at 3 µM; actives 0.088% (n = 360,000); CHO-K1 hM1, Fluo-8 calcium fluorescence, ACh EC20; 0% = ACh EC20, 100% = maximal ACh; in the data active means activation above about 19%, passing the limit was not always enough
Target sequence (P11229 whole entry, looked up): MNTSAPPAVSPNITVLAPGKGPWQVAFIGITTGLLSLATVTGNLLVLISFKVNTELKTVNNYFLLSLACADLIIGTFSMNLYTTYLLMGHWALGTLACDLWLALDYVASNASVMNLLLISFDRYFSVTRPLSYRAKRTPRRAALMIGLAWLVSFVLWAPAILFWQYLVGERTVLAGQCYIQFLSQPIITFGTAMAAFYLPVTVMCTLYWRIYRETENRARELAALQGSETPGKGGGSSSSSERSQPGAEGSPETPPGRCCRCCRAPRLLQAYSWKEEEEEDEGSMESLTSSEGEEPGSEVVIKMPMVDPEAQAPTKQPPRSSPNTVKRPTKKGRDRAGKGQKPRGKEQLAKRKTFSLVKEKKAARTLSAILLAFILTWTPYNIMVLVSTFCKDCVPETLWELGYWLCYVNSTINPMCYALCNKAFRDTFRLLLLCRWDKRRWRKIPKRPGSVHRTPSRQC
M1 PAM parental: counter-screen for M1 PAMs: effect in parental CHO-K1 cells | ATP EC20, Fluo-8 calcium fluorescence; 0% at ATP EC20, 100% at ATP max | activation, % at 3 µM | actives 0.02% (n = 360,000);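 active means activation above the run cutoff, the mean activation of all test compounds plus 3 SD, cut at about 40% in these data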;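 further: peak over basal fluorescence ratio in a 140 s read after ATP addition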
CHO-K1 Ca ag: M1 agonist counterscreen hit in parental CHO-K1 cells | activation, % at 3 µM | Fluo-8 calcium fluorescence; scaled to maximal ATP response, vehicle zero | actives 0.48% (n = 360,000); in the data active means activation above about 15%;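 further: untransfected CHO-K1 host cells lacking M1 receptor as counterscreen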
CHRM1 antagonist: blocks human M1 muscarinic receptor | P11229 | CHO-K1 hM1, Fluo-8 calcium fluorescence, ACh EC80 antagonist | inhibition, % at 3 µM | actives 1.3% (n = 360,000) | AID 588852;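 active means percent inhibition above its own plate's cutoff, namely the mean of that plate's compound wells plus 3 SD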;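 further: peak over basal fluorescence ratio during 140 s after agonist addition; 0% = ACh EC80 plus DMSO and 100% = DMSO alone without agonist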
CHO-K1 Ca antag: nonselective inhibitor or artifact in parental CHO-K1 cells; ATP-induced calcium, Fluo-8 fluorescence; inhibition, % at 3 µM; actives 0.6% (n = 360,000); AID 602250;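 active means inhibition above a per-plate cutoff, the plate's mean sample inhibition plus 3 SD, cut at about 24% in these data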;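 further: 0% = DMSO plus EC80 ATP and 100% = DMSO alone without ATP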
M1 ag: human M1 muscarinic receptor agonism; P11229; CHO-K1 hM1, Fluo-8 calcium fluorescence, agonist mode; 0% DMSO, 100% acetylcholine EC100; activation, % at 3 µM; actives 0.33% (n = 360,000); AID 588814;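 active means activation above the run's mean compound activation plus 3 SD, cut at about 16% in these data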;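 further: peak over basal fluorescence ratio within a 140 s kinetic read after compound addition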
* = called active by the depositor; . = no result given. Compounds as they come, and some 4.4% of all compounds hit somewhere here.

No.	SMILES	CHRM1 antagonist	TAAR1 antagonist	M1 PAM	CHO parental Ca	CHO-K1 Ca ag	CHO-K1 Ca antag	M1 PAM parental	TAAR1 ag	M1 ag
1	CC(C)C(c1nnnn1Cc1ccc(F)cc1)N1CCN(Cc2ccc3c(c2)OCO3)CC1 (stereo not drawn)	-8	8	-12	-20	0.1	19	-6	7	-6
2	Cc1ccc(-n2c(N)c(C(N)=O)sc2=S)c(C)c1	1	4	0	-4	-0.1	-14	-1	4	-7
3	O=c1c2c3c(sc2nc(N2CCNCC2)n1CCc1ccccc1)CCCCC3	-4	-7	7	-28	3.1	-11	20	12	-1
4	O=C1COc2ccc(C(=O)COC(=O)c3ccccc3F)cc2N1	0	32	1	-7	2.5	10	-19	0	2
5	Cc1ccc(N2C(=O)CC(Nc3cccc4ccccc34)C2=O)cc1 (stereo not drawn)	-2	-24	2	-17	0.9	-12	6	2	-2
6	CC(C)NC(=O)N(C)C[C@@H]1Oc2c(NS(=O)(=O)c3ccccc3)cccc2C(=O)N([C@@H](C)CO)C[C@@H]1C	-3	0	7	-12	1.2	-25	14	19	-4
7	COc1ccccc1-c1nnc(SCC(=O)Nc2cccnc2Cl)n1C	-7	-34	6	-2	0.4	-9	1	23	-3
8	Cc1ccccc1C(=O)N1CCN=C1SCc1ccc([N+](=O)[O-])cc1	6	1	-7	-1	0.5	11	-8	11	-7
9	CN(C)Cc1c(C(=O)N/N=C/c2ccccc2OCc2ccc(F)cc2)nnn1-c1nonc1N	-18	2	21	17	-0.2	8	2	4	1
10	Cc1ccc(CN2CCN(Cc3ccco3)CC2)cc1	2	-11	-2	-9	0.1	6	12	8	-6

Values in list order from the list.
Entries 5–9 in CHO-K1 Ca antag read -12, -25, -9, 11, 8
Entries 5–9 in CHO-K1 Ca ag read 0.9, 1.2, 0.4, 0.5, -0.2

Continued:
No.	SMILES	CHRM1 antagonist	TAAR1 antagonist	M1 PAM	CHO parental Ca	CHO-K1 Ca ag	CHO-K1 Ca antag	M1 PAM parental	TAAR1 ag	M1 ag
11	O=Cc1cn(CC(=O)N2CCCCCC2)c2ccccc12	-16	-14	14	-3	0.8	-17	25	2	-2
12	Cc1noc(C)c1S(=O)(=O)N1CCC(C(=O)NCCN2CCC(C)CC2)CC1	9	2	-18	-7	0.3	-7	22	11	-5
13	Cc1ccc(CNC(=O)c2c(-c3ccccc3)noc2C)cc1	-11	-13	-1	-13	-0.1	-18	-11	2	-7
14	CSc1ccc(-c2nnn(CC(=O)NCc3ccccc3)n2)cc1	-12	-18	-9	-2	1.0	-1	-2	3	0
15	COc1ccc(C)cc1NS(=O)(=O)c1cn(C)nc1C	-9	-8	8	-8	0.7	-4	17	5	-5
16	COc1cc(F)c(C2=CC(=O)C[C@H](c3ccc(F)cc3)C2)cc1F	-3	32	-4	-14	0.6	-13	12	10	-9
17	Cc1cccc(N2CCN(C(=O)COc3noc4nc(C)cc(C)c34)CC2C)c1 (stereo not drawn)	-13	4	4	.	2.0	-14	16	2	1
18	CCCn1c(SCC(=O)Nc2ccc3c(c2)OCO3)n[nH]c1=O	4	13	-2	-7	0.8	-12	6	0	0
19	COC(=O)[C@H](CC(C)C)NS(=O)(=O)c1ccc(F)cc1Br	9	-11	-2	.	0.4	-8	12	0	-3
20	CCCC(O)(CCC)C(=O)NN(C(=O)OC)c1ccccc1	-3	-19	2	-10	-0.6	17	-3	0	-4
21	N/C(=N\OC(=O)CCC1CCCC1)c1ccncc1	-5	17	5	-4	-0.2	10	3	7	-5
22	CC1=C(C(=O)OC(C)C)C(c2ccc(F)cc2)NC(=O)N1 (stereo not drawn)	-2	-6	5	-22	0.1	6	-4	-1	-6
23	Cc1ccc(OCC(=O)c2ccc(Cl)s2)c([N+](=O)[O-])n1	1	-4	2	-6	0.0	-6	3	5	-2
24	Cc1ccccc1OCCCC(=O)Nc1ccc(Br)cc1	-17	15	-4	-11	2.6	-2	15	12	-5
25	O=C(Nc1nncs1)c1cc2c(s1)CCC2	-2	8	4	1	0.0	12	-18	-1	-5
26	Cn1ncc2c(N3CCCCC3)nc(NCCCO)nc21	2	-13	2	-6	7.4	16	-20	2	-4
27	Cc1ccc(C(=O)OCC(=O)NCCNC(=O)COC(=O)c2ccc(C)o2)o1	-5	-7	17	5	-0.1	1	0	1	1
28	COc1cccc(NC(=S)NC(=O)/C=C/c2ccc(F)cc2)c1	4	1	-1	-6	0.3	-9	19	-1	-2
29	C/C(=N\NC(=O)c1ccc(OC2CCCC2)cc1)c1ccc(C)s1	-13	12	12	0	0.2	-8	11	12	-2
30	FC(F)(F)C(F)(F)C(F)(F)c1nc2nc(Cl)c(Cl)nc2[nH]1	-9	-16	1	.	0.2	2	-11	-1	2

A draw from above in order of SMILES length, low to high:
No.	SMILES	CHRM1 antagonist	TAAR1 antagonist	M1 PAM	CHO parental Ca	CHO-K1 Ca ag	CHO-K1 Ca antag	M1 PAM parental	TAAR1 ag	M1 ag
26	Cn1ncc2c(N3CCCCC3)nc(NCCCO)nc21	2	-13	2	-6	7.4	16	-20	2	-4
30	FC(F)(F)C(F)(F)C(F)(F)c1nc2nc(Cl)c(Cl)nc2[nH]1	-9	-16	1	.	0.2	2	-11	-1	2
27	Cc1ccc(C(=O)OCC(=O)NCCNC(=O)COC(=O)c2ccc(C)o2)o1	-5	-7	17	5	-0.1	1	0	1	1

Continued:
No.	SMILES	CHRM1 antagonist	TAAR1 antagonist	M1 PAM	CHO parental Ca	CHO-K1 Ca ag	CHO-K1 Ca antag	M1 PAM parental	TAAR1 ag	M1 ag
31	CC(=O)COc1ccc2c3c(c(=O)oc2c1C)CCCCC3	19	21	-20	-18	13	-23	-5	10	-7
32	C[C@@H]1C=C[C@](Cc2ccccc2)(C(=O)O)N1C(=O)c1ccccc1	-2	6	6	-10	0.9	-10	14	5	-5
33	CC(C)N(C(=O)COC(=O)c1cc(Cl)cc(Cl)c1N)C(C)C	-3	-3	-6	-16	0.6	0	3	6	-7
34	O=C(Cc1ccc(Cl)cc1)Nc1ccc(N2CCCC2)cc1	-26	-13	0	1	0.6	-12	15	9	-3
35	COc1ccc2[nH]c(C(=O)O)c(NS(=O)(=O)c3ccc(F)cc3)c2c1	14	6	-7	-12	1.1	-20	-7	0	-1
36	COc1ccc(/C=N/NC(=O)c2cccnc2)cc1	-17	3	6	5	1.4	-16	5	-1	-2
37	Cc1cc(=O)oc(C)c1C(=O)NCc1ccco1	-12	-2	7	0	0.1	7	0	13	-4
38	O=C(Nc1nnc(-c2ccc3c(c2)CCCC3)o1)c1ccc(Cl)cc1Cl	-5	16	3	-5	1.7	10	3	35	4
39	O=C(Oc1cccc(C(=O)N2CCOCC2)c1)c1ccc(Br)cc1	7	-4	1	-15	0.3	10	3	4	-4
40	COc1ccccc1C(=O)N/C(=C\c1ccc(Br)cc1)C(=O)NCCO	9	-10	-1	-5	1.0	-8	6	14	-2

Compound profiles (already shown). Values in the order: CHRM1 antagonist, TAAR1 antagonist, M1 PAM, CHO parental Ca, CHO-K1 Ca ag, CHO-K1 Ca antag, M1 PAM parental, TAAR1 ag, M1 ag
Results for Cc1cc(=O)oc(C)c1C(=O)NCc1ccco1 → -12, -2, 7, 0, 0.1, 7, 0, 13, -4
Results for CC(C)N(C(=O)COC(=O)c1cc(Cl)cc(Cl)c1N)C(C)C → -3, -3, -6, -16, 0.6, 0, 3, 6, -7

(further entries)
No.	SMILES	CHRM1 antagonist	TAAR1 antagonist	M1 PAM	CHO parental Ca	CHO-K1 Ca ag	CHO-K1 Ca antag	M1 PAM parental	TAAR1 ag	M1 ag
41	Cc1nc(NC2CCCCC2)c2nnn(Cc3ccccc3Cl)c2n1	-8	10	6	-22	-0.1	-4	21	15	-4
42	COc1ccc(S(=O)(=O)N2CCSC2c2ccccc2)cc1 (stereo not drawn)	-5	9	6	8	0.5	-3	5	1	-7
43	COC(=O)c1c(-c2ccc3ccccc3c2)csc1NC(=O)Cc1ccc(OC)c(OC)c1	-17	18	0	7	8.9	16	12	8	5
44	CCOC(=O)c1oc2ccc3c(c2c1C)C(=O)CC1(CCN(C(=O)OCC)CC1)O3	1	4	1	-19	0.3	1	-3	-1	1
45	COc1cc([N+](=O)[O-])ccc1NC(=O)CSc1nccn1C	-12	-5	9	0	0.6	-8	25	0	-5
46	Cc1ccccc1NC(=O)c1cccc2nccnc12	6	13	-5	-16	0.5	-15	8	3	-6
47	CCOc1ccc(S(=O)(=O)/N=C(/Nc2ccc(C)c(S(=O)(=O)N3CCOCC3)c2)c2ccccc2)cc1	10	8	-8	-19	1.2	-5	8	7	-5
48	NC(=O)C1CCN(C(=O)CCSCc2ccc(Cl)c(Cl)c2)CC1	-22	-20	17	-11	2.4	6	11	2	0
49	CCCc1cc(CN(C)C(=O)c2ccc(OC3CCN(C(C)=O)CC3)c(OC)c2)[nH]n1	-16	-28	10	.	0.1	-11	24	1	-5
50	Cc1cc(C)cc(NS(=O)(=O)c2c(C)[nH]c(=O)[nH]c2=O)c1	-15	4	11	.	1.9	27*	4	0	-2
51	COc1ccccc1CNC(=O)CN1C(=O)c2ccc([N+](=O)[O-])cc2C1=O	-3	0	-1	5	1.2	-8	-18	5	-2
52	COC(=O)c1ccccc1S(=O)(=O)N1CCC(C(=O)NCc2ccco2)CC1	-7	-18	9	-6	0.4	-6	7	2	-2
53	OCc1cc(-c2ccc(Cl)c(Cl)c2)on1	-2	8	-2	16	1.8	-1	-7	2	-6
54	COCCN(C(=O)CCC(=O)Nc1nccs1)C(C(=O)NC(C)(C)C)c1ccc(F)cc1 (stereo not drawn)	-10	0	9	-4	1.5	-11	22	1	-3
55	CCOc1ccc(N(CC(=O)NCCc2ccc(Cl)cc2)S(=O)(=O)c2c(C)[nH]c(=O)[nH]c2=O)cc1	2	-12	5	-25	0.1	-13	19	10	-4
56	COc1ccc(Cc2nnc(NC(=O)c3cc(OC)c(OC)c(OC)c3)s2)cc1OC	-6	-43	7	-9	0.1	-1	-1	1	-2
57	CC(C)CNC(=O)CSc1nc(-c2cccs2)cc(C(F)(F)F)n1	-15	1	-4	-16	-0.6	24*	-6	17	-3
58	COc1ccccc1/C=N/n1c(C)nnc1-n1nc(C)cc1C	0	9	5	1	0.7	-8	10	3	-9

Assay outcomes as filed in PubChem.
